Source: PubChem
FEN1 inhibitor: qHTS Assay for the Inhibitors of Human Flap endonuclease 1 (FEN1). Potency, µM (doses to about 114 µM), for the others: at the highest dose activity change, negative = inhibition, actives largely listed as inhibitors. AID 588795, 2011. 0.35% of 390,000 active. Recombinant FEN1 flap cleavage, fluorescence, 15 min. P39748; also: nearly all actives have a fitted effect of over 65% in size
Target sequence (P39748 whole entry, looked up): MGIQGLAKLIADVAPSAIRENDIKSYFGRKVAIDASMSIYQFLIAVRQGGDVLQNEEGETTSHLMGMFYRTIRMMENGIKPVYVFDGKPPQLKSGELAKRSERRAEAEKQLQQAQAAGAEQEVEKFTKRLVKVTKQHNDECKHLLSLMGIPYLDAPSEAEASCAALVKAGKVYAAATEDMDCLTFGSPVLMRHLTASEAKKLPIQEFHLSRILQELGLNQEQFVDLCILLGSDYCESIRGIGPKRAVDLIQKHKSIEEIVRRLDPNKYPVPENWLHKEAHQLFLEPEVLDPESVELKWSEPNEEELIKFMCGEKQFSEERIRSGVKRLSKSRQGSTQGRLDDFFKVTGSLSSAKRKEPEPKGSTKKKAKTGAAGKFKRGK
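Quantitative HTS format: each compound was titrated, incubated with 10 nM nuclease for 15 min at room temperature, then challenged with flap substrate at 50 nM final. Signal change over 15 min gave concentration–effect curves.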
N370S GC mod: qHTS Assay for Inhibitors and Activators of N370S glucocerebrosidase as a Potential Chaperone Treatment of Gaucher Disease; Lysosomal acid glucosylceramidase (Homo sapiens), P04062; N370S GC spleen homogenate, 4MU-glucoside fluorescence; Potency, µM (doses to about 59.4 µM), without a hit: top-dose activity change, negative = inhibition, actives largely listed as inhibitors; 0.092% of 330,000 active; AID 2101, 2009;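 also: 0% = full enzyme activity and -100% = no enzyme basal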
TDP1 block: qHTS Assay for Inhibitors of Tyrosyl-DNA Phosphodiesterase (TDP1); recombinant TDP1, AlphaScreen DNA substrate cleavage; Potency, µM (titrated, usually from 130 µM), for inactives: at the highest dose activity change, negative = inhibition, actives largely listed as inhibitors; Tyrosyl-DNA phosphodiesterase 1 (Homo sapiens), Q9NUW8; 0.28% of 350,000 active; also: nearly all actives have a fitted effect of over 40% in size
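Recombinant E. coli-expressed Tdp1 (1 nM) preincubated with compound 15 min at RT, then 5'-biotin/3'-phosphotyrosine-FITC DNA substrate (15 nM) added for 5 min. AlphaScreen beads (10 ug/ml) added, 10 min RT; tyrosine-FITC cleavage read as signal loss.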
An asterisk follows results filed as active; . = not tested or not shown; & = joins results of further samples; [ ] = remark or other dose. Calls follow the shape of the dose curve; as a rule, active = well fitted curve in the direction sought with a large enough effect; inconclusive = small, poorly fitted or top-dose-only effect, or another doubt; inactive = no such curve, though single readings can be large; an effect the other way counts as inactive or inconclusive. Unless noted, % is scaled to controls: 0 for no effect and ±100 for the full control effect; potency is read from the fitted curve at half-maximal effect.

SMILES | FEN1 inhibitor | N370S GC mod | TDP1 block
CC(=O)Nc1ccc(NC(=O)C(C)OC(=O)/C=C/c2cccs2)cc1 (stereo not given) | 2.7% | 5.6% | -1.2%
CCOC(=O)C1CCN(c2cc(=O)n(-c3ccccc3Cl)c(=O)[nH]2)CC1 | -0.7% | 5.8% | -3.7%
Cc1ccc2c(c1)-c1ccccc1S(=O)(=O)N2 | -0.5% | 8.1% | -4.8%
Cc1nc2cc(NC(=O)N3CC4(C)CC3CC(C)(C)C4)ccc2n1C (stereo not given) | -2.3% | 3.4% | 3.1%
CCn1c(=O)c2sccc2n2c(CCC(=O)NCc3ccc(Cl)cc3)nnc12 | -1.6% | . | 0.9%
CCCC(=NCC(=O)O)C1=C(O)C(C(=O)OC)C(C)(C)CC1=O (stereo not given) | 6.0% | 2.8% | -4.1%
Cn1cccc1C(=O)Nc1ccc(N2CCOCC2)cc1 | -12.8% | . | 5.4%
COc1ccc(NCN2C(=O)C3C4C=CC(C4)C3C2=O)cc1 (stereo not given) | 6.3% | 1.9% | 0.0%
O=C(CN1C(=O)c2cccnc2Oc2ccc(Cl)cc21)NC1CCCCC1 | 13.3% | 5.2% | .
Cc1ccc(N(C(=O)Cn2nnc3ccccc32)C(C(=O)NCc2ccco2)c2cccnc2)cc1 (stereo not given) | -0.2% | -10.4% | 3.1%
O=C(NCCc1ccc2c(c1)OCCO2)c1ccccn1 | -2.5% | 3.7% | 4.6%
COc1cc(C(=O)OCCc2cc3ccccc3c(=O)o2)cc(OC)c1OC | -32.6% | . | 0.4%
CC1(OC(=O)CCc2ccccc2)C(=O)C=C2C=C(c3ccc(C#N)cc3)N(Cc3ccccc3)C=C2C1=O (stereo not given) | 2.2% | 4.7%[12.8 µM] | 7.7%[12.3 µM]
C=CCOC(=O)c1ccccc1C(=O)OCC=C | -0.7% | -0.9% | -2.7%&1.4%
O=C(c1ccc(S(=O)(=O)Nc2ccccc2F)cc1)N1CCC1 | -0.4% | -4.3% | -3.4%
CCCCOc1ccc(C(=O)NCC(=O)NC(C)CCc2ccccc2)cc1 (stereo not given) | -16.6% | -0.8% | 0.7%
Cc1ccc2nc(CN3CCN(C(=O)Nc4cccc(C)c4C)CC3)oc2c1 | 20.1% | . | -1.2%
COc1ccccc1NC(=O)C1=C(C)Nc2nc(SCc3ccccc3Cl)nn2C1c1ccccn1 (stereo not given) | -11.4% | . | 0.0%
CCC1CCc2sc(C(=O)NNC(=S)NCC3CCCO3)cc2C1 (stereo not given) | 7.7% | . | -0.5%
O=C(CCN1C(=O)C2C3C=CC(C3)C2C1=O)Nc1ccccn1 (stereo not given) | -15.3% | 11.5% | -2.0%
O=C(O)c1cc(S(=O)(=O)N2CCN(C(c3ccccc3)c3ccccc3)CC2)ccc1Cl | 0.7% | -2.3% | .
O=C1c2ccccc2-c2c1cccc2C(=O)N1CCOCC1 | 5.7% | 2.5% | 2.2%
O=C(Cn1nc(C(F)(F)F)cc1C1CC1)Nc1ccccc1F | 11.6% | 7.8% | 3.5%
S=C(NCCCc1ccccc1)NC1CCCCC1 | 6.5% | -1.4% | 5.0%
CCCCn1c(N)c(N(CCOC)C(=O)CSCc2ccc(Cl)c(Cl)c2)c(=O)[nH]c1=O | 3.1% | -12.1% | -10.1%[0.505 µM]
COc1ccc(Cl)cc1NC(=O)CNc1ccccc1N1CCOCC1 | 3.2% | -2.6% | 5.0%

An excerpt from above in order of formula weight, smallest number first.
SMILES | FEN1 inhibitor | N370S GC mod | TDP1 block
Cc1ccc2c(c1)-c1ccccc1S(=O)(=O)N2 | -0.5% | 8.1% | -4.8%
O=C(NCCc1ccc2c(c1)OCCO2)c1ccccn1 | -2.5% | 3.7% | 4.6%
Cn1cccc1C(=O)Nc1ccc(N2CCOCC2)cc1 | -12.8% | . | 5.4%
COc1ccc(NCN2C(=O)C3C4C=CC(C4)C3C2=O)cc1 (stereo not given) | 6.3% | 1.9% | 0.0%
O=C(CCN1C(=O)C2C3C=CC(C3)C2C1=O)Nc1ccccn1 (stereo not given) | -15.3% | 11.5% | -2.0%
CCCC(=NCC(=O)O)C1=C(O)C(C(=O)OC)C(C)(C)CC1=O (stereo not given) | 6.0% | 2.8% | -4.1%
O=C(Cn1nc(C(F)(F)F)cc1C1CC1)Nc1ccccc1F | 11.6% | 7.8% | 3.5%
O=C(c1ccc(S(=O)(=O)Nc2ccccc2F)cc1)N1CCC1 | -0.4% | -4.3% | -3.4%
Cc1nc2cc(NC(=O)N3CC4(C)CC3CC(C)(C)C4)ccc2n1C (stereo not given) | -2.3% | 3.4% | 3.1%
CCOC(=O)C1CCN(c2cc(=O)n(-c3ccccc3Cl)c(=O)[nH]2)CC1 | -0.7% | 5.8% | -3.7%
CCCCOc1ccc(C(=O)NCC(=O)NC(C)CCc2ccccc2)cc1 (stereo not given) | -16.6% | -0.8% | 0.7%
O=C(CN1C(=O)c2cccnc2Oc2ccc(Cl)cc21)NC1CCCCC1 | 13.3% | 5.2% | .
CCn1c(=O)c2sccc2n2c(CCC(=O)NCc3ccc(Cl)cc3)nnc12 | -1.6% | . | 0.9%
CCCCn1c(N)c(N(CCOC)C(=O)CSCc2ccc(Cl)c(Cl)c2)c(=O)[nH]c1=O | 3.1% | -12.1% | -10.1%[0.505 µM]
COc1ccccc1NC(=O)C1=C(C)Nc2nc(SCc3ccccc3Cl)nn2C1c1ccccn1 (stereo not given) | -11.4% | . | 0.0%
